# Assay outcomes from PubChem BioAssay.
# ATG4B inh: inhibitors of human ATG4B cysteine protease; AID 504462; ATG4B cleavage of LC3-PLA2, NBD-HPC fluorescence, 1 h; Q9Y4P1; 0.51% of 340,000 active; inhibition, % at 8.33 µM; in the data active means inhibition above about 40%
# mIAP block: mouse IAP inhibition. purified mouse IAP, CDP-Star luminescence, 30 min. 0.2% of 330,000 active. inhibition, % at 10 µM. AID 2806;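 active means inhibition of at least 40% at 10 µM in the primary screen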;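 further: plate controls were DMSO with enzyme for no effect and no enzyme wells for full effect; values of inactives mirror those of a sister screen read the other way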
# mIAP act: increases mouse intestinal alkaline phosphatase activity; activation factor at 10 µM; AID 2805; 0.24% of 330,000 active; muIAP, CDP-Star luminescence, 30 min; stronger effect = higher value; 1 = vehicle-only enzyme signal, 0 = enzyme-free wells;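 active means activation factor of at least 2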; further: the source names both 10 and 20 µM as test concentration; values of inactives mirror those of a sister screen read the other way
#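 Assay system: mouse IAP enzyme / Compound: DMSO-dissolved test compounds / Timing: 30 min, room temperature / Measured by: luminescence from enzymatic CDP-Star hydrolysis / Control set: DMSO-only wells, enzyme-free buffer wells as negative control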
# Apaf1 inhib: blocks human Apaf-1 apoptosome activity | O14727 | reconstituted apoptosome caspase-3 activity, DEVD-Rh110 fluorescence | inhibition, % at 20 µM | 0.71% of 330,000 active; active means inhibition of at least 40% at 20 µM;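 further: plate controls were DMSO wells for no effect and DEVD-CHO caspase inhibitor wells for full effect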
# Target sequence (O14727 whole entry, looked up): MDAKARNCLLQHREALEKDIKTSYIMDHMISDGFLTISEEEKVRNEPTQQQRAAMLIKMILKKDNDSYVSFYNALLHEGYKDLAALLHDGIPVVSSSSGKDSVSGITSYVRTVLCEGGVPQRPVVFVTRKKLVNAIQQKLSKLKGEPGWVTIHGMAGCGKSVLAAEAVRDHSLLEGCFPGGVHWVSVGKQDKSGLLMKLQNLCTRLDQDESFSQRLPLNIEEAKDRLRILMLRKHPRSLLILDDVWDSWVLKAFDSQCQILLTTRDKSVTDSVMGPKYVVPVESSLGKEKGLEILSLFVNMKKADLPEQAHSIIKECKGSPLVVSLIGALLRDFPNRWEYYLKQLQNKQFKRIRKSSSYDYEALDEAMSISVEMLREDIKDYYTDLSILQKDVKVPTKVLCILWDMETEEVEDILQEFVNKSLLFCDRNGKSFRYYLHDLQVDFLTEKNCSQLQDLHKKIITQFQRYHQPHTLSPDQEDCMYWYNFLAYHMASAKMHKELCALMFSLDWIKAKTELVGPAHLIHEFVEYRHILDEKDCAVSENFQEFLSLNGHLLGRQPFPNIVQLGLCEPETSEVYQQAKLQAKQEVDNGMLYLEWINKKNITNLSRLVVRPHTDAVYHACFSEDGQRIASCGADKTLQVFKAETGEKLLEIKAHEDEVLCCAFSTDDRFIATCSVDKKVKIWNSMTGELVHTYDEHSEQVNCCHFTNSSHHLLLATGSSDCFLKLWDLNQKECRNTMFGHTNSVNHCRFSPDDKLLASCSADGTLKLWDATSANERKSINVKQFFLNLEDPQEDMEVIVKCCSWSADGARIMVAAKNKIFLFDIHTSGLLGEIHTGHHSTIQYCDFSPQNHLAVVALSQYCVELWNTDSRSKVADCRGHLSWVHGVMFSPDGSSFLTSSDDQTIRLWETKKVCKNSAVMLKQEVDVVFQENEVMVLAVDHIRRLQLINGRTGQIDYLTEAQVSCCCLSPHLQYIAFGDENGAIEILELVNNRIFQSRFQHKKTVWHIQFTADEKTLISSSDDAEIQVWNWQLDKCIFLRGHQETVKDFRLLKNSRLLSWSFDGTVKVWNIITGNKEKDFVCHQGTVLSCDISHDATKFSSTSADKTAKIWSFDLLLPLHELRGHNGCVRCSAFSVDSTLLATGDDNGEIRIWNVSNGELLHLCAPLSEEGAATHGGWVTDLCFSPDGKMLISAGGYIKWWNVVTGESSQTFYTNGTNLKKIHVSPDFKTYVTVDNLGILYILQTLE
#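 Material: reconstituted apoptosome with Apaf-1, cytochrome c, caspase-9, procaspase-3, dATP. Technique: Rh110 fluorescence intensity. Buffer or medium: pH 7.5 Hepes buffer with CHAPS, BSA, DTT. Times: 30 min plus 50 min, RT.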
# TIM10 inh: TIM10 yeast growth inhibition; S. cerevisiae TIM10 strain growth, BacTiter-Glo luminescence, 24 h; inhibition, % at 10 µM; 1.4% of 330,000 active; AID 463195;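 active means inhibition of 40% or more at the single tested concentration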;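 further: wild-type TIM10 isogenic control strain grown at permissive 25 °C; 0% = DMSO yeast wells and 100% = minimal medium wells without yeast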
# hIAP block: human IAP inhibition; P09923; 0.12% of 330,000 active; inhibition, % at 10 µM; AID 2544; purified IAP, CDP-Star luminescence, 30 min;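 active means inhibition reaching a set limit with compound at 10 µM in the primary screen, cut at about 35% in these data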;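 further: plate controls were DMSO wells with enzyme for no effect and no-enzyme buffer wells for full effect; values of inactives mirror those of a sister screen read the other way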
# tim10-1 inh: inhibits growth of tim10-1 mutant yeast; S. cerevisiae tim10-1 ts strain growth, BacTiter-Glo, 24 h; inhibition, % at 20 µM; 2.2% of 330,000 active; AID 463190;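 active means inhibition of at least 40%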;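 further: mutant grown at 25 °C; 0% = DMSO wells with yeast and 100% = wells holding no yeast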
# NALP3 yeast inh: inhibitors of NALP3 inflammasome in yeast | inhibition, % at 10 µM | 0.39% of 330,000 active | Yeast reconstituted NLRP3/ASC/caspase-1, beta-gal luminescence, 24 h;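 active means inhibition of 50% or more; inactive means inhibition below 50%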;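 further: plate controls were induced DMSO wells for no effect and uninduced yeast grown without galactose for full effect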
# hIAP activ: human IAP activation. P09923. purified human IAP, CDP-Star luminescence, 30 min; stronger effect = higher value; 1 = vehicle-only enzyme, 0 = enzyme-free background. activation factor at 10 µM. 0.16% of 330,000 active. AID 2524;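 active means activation factor of the enzyme at least 2-fold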; further: the source names both 10 and 20 µM as test concentration; values of inactives mirror those of a sister screen read the other way
# Starred values were filed as active, the others as inactive.
# Values run as follows: ATG4B inh	mIAP block	mIAP act	Apaf1 inhib	TIM10 inh	hIAP block	tim10-1 inh	NALP3 yeast inh	hIAP activ
1	Cc1ccc(NC(=O)C(C)OC(=O)CCN=C2NS(=O)(=O)c3ccccc32)cc1 (centres undefined)
  -9	3	0.97	6	-1	-2	0	4	1
2	CC1CCN(CC(=O)Nc2ccc(Cl)cc2[N+](=O)[O-])CC1
  -2	13	0.87	6	11	10	20	4	0.9
3	C#CCSc1nnc(-c2ccccc2)c(=O)[nH]1
  -8	-4	1	7	-7	-9	1	-19	1.1
4	CC(=O)N1CCC2(CC1)C(C#N)=C(N)Oc1n[nH]c(CSc3ccc(C)cc3)c12
  7	11	0.89	-18	3	-6	24	5	1.1
5	C=CCSc1nc2c(c(C3CC=CCC3)c1C#N)CCC2 (centres undefined)
  -1	15	0.85	3	17	0	41*	1	1
6	Cc1cccc(-n2ccnc2SCC(=O)Nc2nccs2)c1C
  4	-5	1.1	1	-7	10	13	11	0.9
7	Cc1ccc(/C=N/NC(=O)c2cc3c(ccc4ccccc43)o2)o1
  1	-3	1	26	14	-23	-33	48	1.2
8	COc1ccc(C(=O)CC(c2ccccc2)C2C(=O)CCCC2=O)cc1 (centres undefined)
  0	-3	1	-6	27	-3	24	11	1
9	CN(CC(=O)Nc1ccc(F)cc1)S(=O)(=O)c1ccc2c(c1)c(=O)n(C)c(=O)n2C
  -3	1	0.99	-4	-4	-9	18	-6	1.1
10	Cn1cccc1C(=O)NC(=O)COC(=O)c1ccccc1Sc1ccccc1C#N
  14	2	0.98	8	-11	-18	-2	8	1.2
11	CNC(=O)C1CCN(S(=O)(=O)c2c(C)noc2/C=C/c2cccc(C)c2)CC1
  -13	10	0.9	3	-25	8	14	14	0.92
12	O=C(CSc1nc2c(sc3ccccc32)c(=O)n1CCO)NCC1CCCO1 (centres undefined)
  -11	39	0.61	-2	-5	-4	4	1	1
13	CCCNC(=O)NC(=O)CSc1nc2ccccc2n1CC(C)C
  -10	5	0.95	1	38	3	34	3	0.97
14	O=C1C2C(C(=O)N1c1nccs1)C1C=CC2C12CC2 (centres undefined)
  -7	3	0.97	-3	-7	-10	14	24	1.1
15	CC(Sc1nnc(Cc2ccccc2)o1)C(=O)Nc1ccccc1[N+](=O)[O-] (centres undefined)
  -4	22	0.78	-2	5	-6	-6	-6	1.1

# Ordered by number of heavy atoms (highest first): ten of the compounds above
# Values run as follows: ATG4B inh	mIAP block	mIAP act	Apaf1 inhib	TIM10 inh	hIAP block	tim10-1 inh	NALP3 yeast inh	hIAP activ
10	Cn1cccc1C(=O)NC(=O)COC(=O)c1ccccc1Sc1ccccc1C#N
  14	2	0.98	8	-11	-18	-2	8	1.2
1	Cc1ccc(NC(=O)C(C)OC(=O)CCN=C2NS(=O)(=O)c3ccccc32)cc1 (centres undefined)
  -9	3	0.97	6	-1	-2	0	4	1
12	O=C(CSc1nc2c(sc3ccccc32)c(=O)n1CCO)NCC1CCCO1 (centres undefined)
  -11	39	0.61	-2	-5	-4	4	1	1
15	CC(Sc1nnc(Cc2ccccc2)o1)C(=O)Nc1ccccc1[N+](=O)[O-] (centres undefined)
  -4	22	0.78	-2	5	-6	-6	-6	1.1
8	COc1ccc(C(=O)CC(c2ccccc2)C2C(=O)CCCC2=O)cc1 (centres undefined)
  0	-3	1	-6	27	-3	24	11	1
7	Cc1ccc(/C=N/NC(=O)c2cc3c(ccc4ccccc43)o2)o1
  1	-3	1	26	14	-23	-33	48	1.2
6	Cc1cccc(-n2ccnc2SCC(=O)Nc2nccs2)c1C
  4	-5	1.1	1	-7	10	13	11	0.9
5	C=CCSc1nc2c(c(C3CC=CCC3)c1C#N)CCC2 (centres undefined)
  -1	15	0.85	3	17	0	41*	1	1
14	O=C1C2C(C(=O)N1c1nccs1)C1C=CC2C12CC2 (centres undefined)
  -7	3	0.97	-3	-7	-10	14	24	1.1
3	C#CCSc1nnc(-c2ccccc2)c(=O)[nH]1
  -8	-4	1	7	-7	-9	1	-19	1.1

# Further records
# Values run as follows: ATG4B inh	mIAP block	mIAP act	Apaf1 inhib	TIM10 inh	hIAP block	tim10-1 inh	NALP3 yeast inh	hIAP activ
16	CC1CCCC(NCC(=O)Nc2ccc(C(N)=O)cc2)C1C (centres undefined)
  0	-2	1	-14	3	6	4	-11	0.94
17	O=C(O)c1ccc2c3c(ncnc13)-c1ccccc1C2=O
  3	5	0.95	44*	22	13	-4	27	0.87
18	COc1cc(CC(=O)Nc2ccccc2N2CCCCC2)cc(OC)c1OC
  -1	-6	1.1	19	5	-7	26	6	1.1
19	COc1ccc(OCCNS(=O)(=O)c2cccc([N+](=O)[O-])c2)cc1
  -4	13	0.87	-1	7	7	3	15	0.93
20	Cc1ccc(S(=O)(=O)N2CCC(=O)N(C(COCc3cccc(C(F)(F)F)c3)Cc3ccccc3)CC2)cc1 (centres undefined)
  -14	11	0.89	20	3	9	15	15	0.91
21	CC(C)c1ccc(CCNC(=O)CCNS(=O)(=O)c2ccc(Br)cc2)cc1
  -11	1	0.99	4	-7	-1	-7	23	1
22	O=C(NCCN1CCOCC1)c1cc([N+](=O)[O-])cc([N+](=O)[O-])c1
  -1	-1	1	4	6	-3	-3	20	1
23	COc1ccc(OCC(=O)Nc2cccc(NC(=O)COc3ccc(OC)cc3)n2)cc1
  -8	-2	1	-9	-19	21	9	17	0.79
24	O=C(O)c1cccc(-n2nnnc2SCc2ccccn2)c1
  1	6	0.94	-1	5	-19	12	12	1.2
25	Cc1cc(=O)[nH]c(SCC(=O)c2ccc(C)c(C)c2)n1
  -3	-7	1.1	6	-4	-9	17	18	1.1
26	O=C(Nc1ccc(C(F)(F)F)cc1)c1ccccc1Br
  -7	-12	1.1	4	-11	-8	31	-15	1.1
27	CCOC(=O)c1ccc2c(c1)nc(SCC(=O)c1ccco1)n2CC
  -17	-10	1.1	10	18	-22	37	8	1.2
28	c1ccc(CSc2ccc3nnc(-c4cccnc4)n3n2)cc1
  -10	2	0.98	-5	35	6	20	-2	0.94
29	CCS(=O)(=O)c1ccc2oc(SCC(=O)NCCc3ccccc3)nc2c1
  -7	-8	1.1	-5	27	-6	19	1	1.1
30	COc1ccc(-n2cnc3cc(C(=O)NCCN4CCOCC4)ccc32)cc1
  -8	-2	1	1	9	5	-6	11	0.95

# 2 entries from above, screen by screen.
(1) Cc1ccc(NC(=O)C(C)OC(=O)CCN=C2NS(=O)(=O)c3ccccc32)cc1 (centres undefined)
(16) CC1CCCC(NCC(=O)Nc2ccc(C(N)=O)cc2)C1C (centres undefined)
Assay by compound,1,16
ATG4B inh,-9,0
mIAP block,3,-2
mIAP act,0.97,1
Apaf1 inhib,6,-14
TIM10 inh,-1,3
hIAP block,-2,6
tim10-1 inh,0,4
NALP3 yeast inh,4,-11
hIAP activ,1,0.94

# More compounds:
# Values run as follows: ATG4B inh	mIAP block	mIAP act	Apaf1 inhib	TIM10 inh	hIAP block	tim10-1 inh	NALP3 yeast inh	hIAP activ
31	O=C(O)CCSc1nnnn1-c1ccccc1
  14	4	0.96	-6	0	4	4	1	0.96
32	Cn1c(N)c(C(=O)COC(=O)/C=C/c2ccccc2)c(=O)n(C)c1=O
  -8	1	0.99	13	2	-30	8	17	1.3
33	CN(c1cccc(NC(=O)Nc2ccc(Cl)cc2)c1)S(C)(=O)=O
  -7	-130	2.3*	5	12	-32	12	18	1.3
34	Nc1nonc1-c1noc(-c2ccc(Br)o2)n1
  -16	4	0.96	9	12	-13	3	15	1.1
35	CC1=C(C(=O)Nc2ccc(C)cc2C)C(c2cccc(Cl)c2)n2nc(C(=O)OC(C)C)nc2N1 (centres undefined)
  -1	-10	1.1	10	-10	-9	14	3	1.1
36	O=S(=O)(c1ccc(OCC(O)CN2CCCC2)cc1)N1CCOCC1 (centres undefined)
  -6	6	0.94	-5	-4	-1	7	3	1
37	FC(F)(F)c1cccc(NC(=S)Nc2ccc(Cl)cc2Cl)c1
  19	-1	1	13	62*	-4	70*	-3	1
38	O=C(CNC(=O)c1ccc(Cl)cc1)OCC(=O)N1CCCC1
  12	-12	1.1	0	-9	-8	4	-4	1.1
39	CC(C)C(C)NC(=O)CN1C(=O)NC(C)(c2ccc3ccccc3c2)C1=O (centres undefined)
  -4	-1	1	3	-16	-3	2	9	1
40	Cc1noc(C)c1S(=O)(=O)N1CCCC(C(=O)NCc2ccccn2)C1 (centres undefined)
  0	-2	1	-3	9	14	4	5	0.86
41	Cc1cccc(C2NC(=O)c3ccccc3O2)c1 (centres undefined)
  10	10	0.9	-12	6	12	8	2	0.88
42	Cc1cc(C)n2c(SCC(=O)Nc3ccc(F)cc3F)nnc2n1
  -17	9	0.91	-3	-23	7	5	2	0.93
43	Cc1ccc(C)c(-n2c(=O)c(C#N)cc3c(=O)n4ccccc4nc32)c1
  -5	-14	1.1	1	0	-6	6	13	1.1
44	COc1ccc(S(=O)(=O)N2CCOCC2)cc1NC(=O)CO/N=C/c1ccccc1OC(F)F
  -8	4	0.96	7	5	9	13	17	0.91
45	CCN(Cc1cccs1)C(=O)c1cccc(S(=O)(=O)N2CCN(C)CC2)c1
  10	4	0.96	-11	0	8	2	10	0.92

# Values run as follows: ATG4B inh	mIAP block	mIAP act	Apaf1 inhib	TIM10 inh	hIAP block	tim10-1 inh	NALP3 yeast inh	hIAP activ
46	CC(NC(=O)C1=CC=CN2CCS(=O)(=O)N=C12)c1ccc(Cl)c(Cl)c1 (centres undefined)
  -1	0	1	-4	-7	12	4	10	0.88
47	COc1cccc(CNc2ccc([N+](=O)[O-])c(NCC(=O)O)n2)c1
  -3	-4	1	-4	1	7	8	14	0.93
48	O=C(COc1ccccc1Cl)Nc1ccc(NC(=O)c2ccco2)cc1
  4	0	1	6	5	14	-23	10	0.86
49	CCCCn1c(N)c(N(CCC(C)C)C(=O)CSc2nncn2-c2ccccc2)c(=O)[nH]c1=O
  -24	-6	1.1	15	10	-14	8	11	1.1
50	CSc1ccc(/C=C/C(=O)c2ccc(NC(C)=O)cc2)cc1
  -6	2	0.98	-3	24	11	16	22	0.89
51	Cc1onc(-c2c(Cl)cccc2Cl)c1C(=O)Nc1ccc(Cl)cn1
  4	-2	1	1	3	-41	24	2	1.4
52	CC1(OC(=O)C2CCCC2)C(=O)C=C2C=C(c3ccsc3)N(C(CO)CO)C=C2C1=O (centres undefined)
  3	-4	1	34	3	9	2	5	0.91
53	COc1ncnc2c1cnn2-c1ccccc1
  4	-2	1	12	-9	3	10	11	0.97
54	COc1cc(NC(=O)[C@@H](NC(=O)c2ccco2)C(C)C)c(OC)cc1NC(=O)c1ccccc1
  -2	4	0.96	-4	-7	17	16	7	0.83
55	Cc1cc(C)cc(NCc2ccncc2)c1
  -5	-6	1.1	-3	0	4	6	7	0.96
56	CCCCOc1ccc(N(CC(=O)NCc2ccccc2)C(=O)c2csnn2)cc1
  6	-6	1.1	25	-3	-2	16	14	1
57	Cc1ccn(CCC(=O)NC2CCCc3c2cnn3-c2cccc(C)c2C)n1 (centres undefined)
  0	4	0.96	-3	0	2	17	12	0.98
58	COc1ccccc1OCc1ccc(C(=O)N2CCOCC2)o1
  -5	-2	1	-5	8	-1	16	20	1
59	O=[N+]([O-])c1ccccc1S(=O)(=O)Nc1ccc(S(=O)(=O)Nc2nccs2)cc1
  -10	11	0.89	9	51*	12	61*	7	0.88
60	CCOc1c(Cl)cc(CNCC(C)C)cc1Cl
  -9	3	0.97	1	4	7	7	5	0.93
61	O=C(NNc1nc2ccccc2s1)Nc1ccc(F)cc1
  -3	4	0.96	11	10	2	28	10	0.98
